IL-2 act: qHTS of IL-2 Activators; IL-2 activation reporter assay, cell-based qHTS; stimulated with anti-CD3/CD4/CD28 beads; in transgenic mouse T cells; activation, % (series mostly up to about 46 µM); 360,000 tested, 0.065% active; AID 652025, 2013; in the data active = activation above about 50%; inconclusive = mostly about 30% to 49%; note: 0% is about no effect
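Readout is EGFP and DsRed signal by fluorescent plate cytometry after 18 h at 37 degrees C. Transgenic mouse T cells (750/well) received compound for 60 min before bead stimulation (anti-CD3, anti-CD4, anti-CD28); memory T cells served as non-tolerant control.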
PI5P4K alpha inh: qHTS for Inhibitors of phosphatidylinositol 5-phosphate 4-kinase (PI5P4K); PI5P4Kalpha enzyme, ADP-Glo luminescence, 60 min; stronger effect = lower value; AID 652105, 2013; 330,000 tested, 1.2% active; max response, %; Phosphatidylinositol 5-phosphate 4-kinase type-2 alpha (Homo sapiens), P48426; active = max response of -50% or lower; inconclusive = between -30% and -50%; inactive = -30% or higher; note: value at the top dose of about 77 µM; % is set by controls: 0 for no effect and ±100 for the full control effect
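Luminescence from ADP-Glo served as readout of PI5P4Kalpha activity in a qHTS format. Reaction: enzyme, substrate, compound, ATP at 5 microM final, 60 min at RT.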
EPAC2 ag: qHTS for Agonist of cAMP-regulated guanine nucleotide exchange factor 4 (EPAC2): primary screen; Rap guanine nucleotide exchange factor 4 (Homo sapiens), Q8WZA2; EPAC2 activation, biochemical qHTS; response scale: 100% = 6.5 mM cAMP response; Potency, µM (doses to about 154 µM), for inactives: top-dose activation, most hits filed as activators; 360,000 tested, 0.079% active; AID 720711, 2013; note: potency is the fitted concentration of half-maximal effect; nearly all actives have a fitted effect of over 50% in size
Target sequence (Q8WZA2 whole entry, looked up): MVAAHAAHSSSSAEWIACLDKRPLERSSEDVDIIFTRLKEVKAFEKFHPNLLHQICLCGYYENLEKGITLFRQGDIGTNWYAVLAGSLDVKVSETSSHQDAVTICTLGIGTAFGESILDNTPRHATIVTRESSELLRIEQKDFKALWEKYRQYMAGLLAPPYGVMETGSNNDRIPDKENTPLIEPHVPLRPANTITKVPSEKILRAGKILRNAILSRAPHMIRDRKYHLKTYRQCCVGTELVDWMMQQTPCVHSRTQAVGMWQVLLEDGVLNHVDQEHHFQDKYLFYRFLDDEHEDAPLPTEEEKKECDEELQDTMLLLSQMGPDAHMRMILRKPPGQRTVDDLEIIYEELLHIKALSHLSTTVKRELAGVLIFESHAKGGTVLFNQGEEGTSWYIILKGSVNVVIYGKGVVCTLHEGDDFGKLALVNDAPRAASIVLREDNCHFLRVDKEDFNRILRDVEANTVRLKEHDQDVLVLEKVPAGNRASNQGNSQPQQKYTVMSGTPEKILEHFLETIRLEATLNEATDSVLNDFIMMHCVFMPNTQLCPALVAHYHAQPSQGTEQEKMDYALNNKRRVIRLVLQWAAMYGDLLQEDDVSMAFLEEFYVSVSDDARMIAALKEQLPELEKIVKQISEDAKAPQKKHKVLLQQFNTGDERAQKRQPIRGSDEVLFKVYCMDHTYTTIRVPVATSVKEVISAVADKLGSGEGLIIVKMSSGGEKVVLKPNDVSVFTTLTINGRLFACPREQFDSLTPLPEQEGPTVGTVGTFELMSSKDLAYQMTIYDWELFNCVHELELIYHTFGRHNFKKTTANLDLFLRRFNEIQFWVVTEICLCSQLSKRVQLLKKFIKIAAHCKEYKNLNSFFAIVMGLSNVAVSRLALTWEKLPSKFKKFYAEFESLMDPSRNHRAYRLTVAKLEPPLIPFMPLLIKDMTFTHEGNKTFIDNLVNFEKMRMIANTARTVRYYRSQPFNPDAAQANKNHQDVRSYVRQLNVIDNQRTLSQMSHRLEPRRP
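Nucleotide exchange monitored as fluorescence drop when BODIPY-GDP leaves Rap1B. Reaction: 100 nM EPAC2, 250 nM RAP1B-BODIPY-GDP, 50 uM GDP, room temperature, kinetic read over 30 min. Activity expressed relative to 6.5 mM cAMP.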
PLK1 PBD inh: qHTS for Inhibitors of PLK1-PDB (polo-like kinase 1 - polo-box domain): Primary Screen; Serine/threonine-protein kinase PLK1 (Homo sapiens), P53350; Plk1 PBD binding of FITC phosphopeptide, fluorescence polarization; Potency, µM, for inactives: max response, negative = inhibition, actives largely listed as inhibitors; 360,000 tested, 2.8% active; AID 720504, 2013; note: potency is the fitted concentration of half-maximal effect; series mostly up to about 57 µM; % is set by controls: 0 for no effect and ±100 for the full control effect; nearly all actives have a fitted effect of over 65% in size
CCT chaperon mod: High-Throughput Screening for Modulators of Cytosolic Chaperonin Activity; activity change, % (concentration not given with the values), hits read low; purified chaperonin ATPase assay, HTRF ADP detection, 30 min; 360,000 tested, 0.3% active; in the data active = activity change below about -30%; note: % is set by controls: 0 for no effect and ±100 for the full control effect
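Enzyme 40 or 20 nM (batch-dependent) in Tris pH 7.4/KCl/MgCl2/DTT; cpd 76 uM single point; ATP 10 uM; 30 min 37 °C; Transcreener ADP HTRF detection, 30 min RT; ratio 665/615.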
EPAC1 antag: qHTS for Antagonist of cAMP-regulated guanine nucleotide exchange factor 3 (EPAC1): primary screen; Rap guanine nucleotide exchange factor 3 (Homo sapiens), O95398; EPAC1 GEF assay, Rap1b-BODIPY-GDP exchange fluorescence; Potency, µM (highest dose often 115 µM), for inactives: at the highest dose activity change, negative = inhibition, most hits filed as inhibitors; 360,000 tested, 0.14% active; AID 720709, 2013;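 note: potency is the fitted concentration of half-maximal effect; plate controls were vehicle for no effect and positive control for full effect; nearly all actives have a fitted effect of over 50% in size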
WRN inhibitor: qHTS for Inhibitors of WRN Helicase | Bifunctional 3'-5' exonuclease/ATP-dependent helicase WRN (Homo sapiens), Q14191 | 360,000 tested, 0.46% active | Potency, µM (top dose mostly 114 µM), for the others: top-dose activity change, negative = inhibition, usual class: inhibitors | WRN helicase unwinding, fluorescent forked duplex, kinetic; note: potency is the fitted concentration of half-maximal effect; % is set by controls: 0 for no effect and ±100 for the full control effect; nearly all actives have a fitted effect of over 55% in size
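Screening of the MLSMR collection measured strand separation of a quenched forked DNA duplex (100 nM) by 20 nM WRN with 2 mM ATP, all final. Compounds were preincubated with enzyme 15 min at room temperature.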
EPAC1 ag: qHTS for Agonist of cAMP-regulated guanine nucleotide exchange factor 3 (EPAC1): primary screen | Potency, µM (titrated, usually from 154 µM), for inactives: at the highest dose activation, hits mostly activators | 360,000 tested, 0.073% active | EPAC1 agonist qHTS, biochemical assay; response scale: 100% = response to 6.5 mM cAMP | Rap guanine nucleotide exchange factor 3 (Homo sapiens), O95398; note: potency is the fitted concentration of half-maximal effect; nearly all actives have a fitted effect of over 60% in size
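Nucleotide exchange assay: 100 nM EPAC1 with 250 nM Rap1B loaded with BODIPY-GDP and 50 uM GDP, room temperature. Fluorescence (480/540 nm) read every 5 min for 30 min; signal change normalized to 6.5 mM cAMP as full agonist.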
The depositor's hits bear a star; ? = inconclusive; nt = no result given; [ ] = dose if it differs, or a comment. Unless noted, calls come from the whole dose curve; as a rule, active = well fitted curve in the direction sought with a large enough effect; inconclusive = small, poorly fitted or top-dose-only effect, or another doubt; inactive = no such curve, though single readings can be large; an effect the other way counts as inactive or inconclusive. This is a subset (hit frequency here may not be typical).

SMILES	IL-2 act	PI5P4K alpha inh	EPAC2 ag	PLK1 PBD inh	CCT chaperon mod	EPAC1 antag	WRN inhibitor	EPAC1 ag
CCc1ccccc1Nc1nc(N)nc(CSc2nnc3ccccn23)n1	-0.5	-1	-3%	2%	1.5	-7%	-6%[57.1 µM]	-7%
COC(=O)c1ccc(-c2nc(CN3CCC(C(=O)N4CCOCC4)CC3)c(C)o2)cc1	-2.6	9	13%	-2%	-5.5	6%	-21%	7%
Cc1ccccc1C(=O)NNC(=O)c1ccc(F)cc1	-0.6	-1	8%	-13%	-0.1	11%	-9%	4%
CCOC(=O)C(CC)(CC)C(=O)/C=C/c1ccc(OC)cc1	0.3	17	13%	-9%	-1.5	-27%	6%	6%
O=C(Nc1cccc(C(F)(F)F)c1)c1ccccc1NC(=O)C1CCCCC1	-4.4	25	3%	-13%	-0.6	-27%	3%	6%
Cc1ccc(N2CC(C(=O)N3CCN(C(=O)c4ccco4)CC3)CC2=O)cc1 (configuration not stated)	-1.1	nt	4%	-7%	-2.7	10%	2%	2%
Cc1ccc(S(=O)(=O)c2nc(-c3ccco3)oc2SCC(=O)NCC2CCCO2)cc1 (configuration not stated)	-2.2	nt	8%	-10%	-0.3	9%	-3%	1%
CC1CCCCC1NC(=O)Cn1cnc2sccc2c1=O (configuration not stated)	-0.2	7	0%	2%	2.1	-1%	-6%	-3%
O=C(CN1C2CCCC1CC(NC(=O)c1ccco1)C2)Nc1ccccc1 (configuration not stated)	-0.7	4	-8%	0%	-3.2	-6%	-12%[57.1 µM]	-10%
CCc1nc(SCc2ccc(C(=O)OC)o2)n[nH]1	-0.1	2	9%	-19%	-0.5	-2%	-1%	1%
COC(=O)c1ccccc1NC(=O)C(C)Oc1ccccc1 (configuration not stated)	-0.7	?	7%	3µM*	0.1	-18%	-35%	9%
CCOc1ccc(NC(=O)Nc2c(C)n(C)n(-c3ccccc3)c2=O)cc1	-2.3	2	-2%	1%	-0.3	21%	7%[57.1 µM]	-10%
COc1ccc(CCC(=O)OCC(=O)Nc2ccc(C)c(S(=O)(=O)N(C)C)c2)cc1	4.0	5	10%	4%	1.6	-9%	-5%	4%
O=C(NCc1nnnn1-c1ccc(F)cc1)c1cc2ccccc2o1	-0.4	-11	3%	-12%	-2.3	-6%	1%	2%
O=C(CN1C(=O)C2CC=CCC2C1=O)Nc1nc(-c2ccc(F)cc2)cs1 (configuration not stated)	0.5	-11	7%	1%	-1.5	12%	-2%	-2%
CCN(CC)CCCNC(=O)CCn1nc(-c2ccc(Cl)cc2)ccc1=O	-1.7	-1	4%	2%	-1.5	-9%	10%	1%
Cc1cccc(C)c1N(CC(=O)NCc1ccccc1)C(=O)c1csnn1	1.6	1	6%	-9%	-4.6	11%	3%	7%
Brc1ccc(-c2noc(COc3ccc4ccccc4c3)n2)o1	1.0	-4	11%	-1%	-0.4	0%	2%	4%
Cn1nnnc1Sc1ncnc2scc(-c3cc4ccccc4o3)c12	-0.3	nt	14%	nt	nt	-30%	nt	-5%
COc1cccc(NC(=O)CN(C)C(=O)c2ccccc2OCC(=O)Nc2cccc(C(F)(F)F)c2)c1	-1.4	10	-5%	3%	-1.3	-21%	-12%	4%
C/C(=N\Nc1ccc(Cl)c(C(=O)O)c1)c1cccs1	-2.4	-7	0%	-29%	-0.1	6%	-14%[11.6 µM]	-14%
Cc1ccc(Nc2nc(N)c([N+](=O)[O-])c(N3CCCC(C)C3)n2)cc1C (configuration not stated)	-3.4	2	15%	-1%	-13	-9%	1%	9%
CCOC(=O)c1c(C)n(C)c2ccc(OCC(O)CN3CCN(C)CC3)cc12 (configuration not stated)	-3.8	5	4%	-6%	-4.7	5%	6%	-25%
O=C(N/N=C/c1ccccc1OC(F)F)C1=COCCO1	1.0	7	10%	-4%	-4.8	-12%	3%	3%
O=C(COC(=O)C1CCCCC1C(=O)N1CCc2ccccc21)NCc1ccco1 (configuration not stated)	0.1	?	2%	-16%	-0.2	-19%	-30%	-7%
COC(=O)c1cc(-c2ccc(OC)cc2)n[nH]1	-1.5	6	3%	-12%	-1.3	4%	-9%	5%
CCc1cccc(C)c1N=Cc1c(O)c2ccccc2oc1=O	0.1	7	1%	-4%	3.4	-20%	-4%	14%
Cc1sc2ncn(CC(=O)NCC(=O)N(C)Cc3ccccc3)c(=O)c2c1C	0.8	nt	4%	1%	1.0	14%	6%	-3%
Cc1ccnc(NC(=O)CCC(=O)N(Cc2ccco2)C(C(=O)NC(C)C)c2ccc(F)cc2)c1 (configuration not stated)	1.5	7	7%	-19%	-1.0	7%	-8%	-1%
CCCCCCCn1c(C)nnc1-c1cnn(C)c1N	-1.1	0	-8%	-3%	1.2	-8%	-4%	-10%
Cc1ccnc2nc(C(=O)OCC(=O)N(Cc3ccccc3)C(C)C)nn12	1.8	0	3%	3%	-1.1	6%	-1%	2%
Oc1ccc(/C=N/Nc2ccc(Cl)nn2)cc1O	-0.1	-2	6%	0%	2.0	11%	-16%	-1%
C/C=C/c1ccc(OCC(=O)NCc2ccccc2OC)c(OC)c1	-1.4	11	15%	-3%	-2.0	-4%	5%	15%
Cc1ccc(S(=O)(=O)CCC(=O)OCc2nnc(-c3ccc([N+](=O)[O-])cc3)o2)cc1	-1.2	-5	6%	0%	-1.0	9%	-10%	5%
Cc1cc(C)n2nc(SCC(=O)c3ccccc3)nc2n1	-0.6	nt	3%	-6%	0.6	0%	-3%	3%
CN1CCN(C2OC(=O)c3ccccc32)CC1 (configuration not stated)	1.5	nt	9%	-2%	-3.7	1%	2%	8%

In another format: results already given
Compound,IL-2 act,PI5P4K alpha inh,EPAC2 ag,PLK1 PBD inh,CCT chaperon mod,EPAC1 antag,WRN inhibitor,EPAC1 ag
COC(=O)c1cc(-c2ccc(OC)cc2)n[nH]1,-1.5,6,3%,-12%,-1.3,4%,-9%,5%
CCc1cccc(C)c1N=Cc1c(O)c2ccccc2oc1=O,0.1,7,1%,-4%,3.4,-20%,-4%,14%
Cc1sc2ncn(CC(=O)NCC(=O)N(C)Cc3ccccc3)c(=O)c2c1C,0.8,nt,4%,1%,1.0,14%,6%,-3%
Cc1ccnc(NC(=O)CCC(=O)N(Cc2ccco2)C(C(=O)NC(C)C)c2ccc(F)cc2)c1 (configuration not stated),1.5,7,7%,-19%,-1.0,7%,-8%,-1%
CCCCCCCn1c(C)nnc1-c1cnn(C)c1N,-1.1,0,-8%,-3%,1.2,-8%,-4%,-10%
Cc1ccnc2nc(C(=O)OCC(=O)N(Cc3ccccc3)C(C)C)nn12,1.8,0,3%,3%,-1.1,6%,-1%,2%
Oc1ccc(/C=N/Nc2ccc(Cl)nn2)cc1O,-0.1,-2,6%,0%,2.0,11%,-16%,-1%
C/C=C/c1ccc(OCC(=O)NCc2ccccc2OC)c(OC)c1,-1.4,11,15%,-3%,-2.0,-4%,5%,15%
Cc1ccc(S(=O)(=O)CCC(=O)OCc2nnc(-c3ccc([N+](=O)[O-])cc3)o2)cc1,-1.2,-5,6%,0%,-1.0,9%,-10%,5%
Cc1cc(C)n2nc(SCC(=O)c3ccccc3)nc2n1,-0.6,nt,3%,-6%,0.6,0%,-3%,3%
CN1CCN(C2OC(=O)c3ccccc32)CC1 (configuration not stated),1.5,nt,9%,-2%,-3.7,1%,2%,8%

More results.
SMILES	IL-2 act	PI5P4K alpha inh	EPAC2 ag	PLK1 PBD inh	CCT chaperon mod	EPAC1 antag	WRN inhibitor	EPAC1 ag
COc1cnc(N(C)C)nc1Sc1cccc(Cl)c1	0.4	6	5%	-20%	-0.9	5%	1%	9%
Cc1[nH]c2ccc(C(=O)OC(C)C(=O)N(C)C3CCCCC3)cc2c1C (configuration not stated)	-0.3	-8	22%	-7%	-8.4	-17%	-26%	15%
O=C(Nc1c(C(=O)O)[nH]c2ccccc12)NC1CCCCC1	-3.3	-7	5%	-21%	-4.3	-6%	-5%	5%
COC(=O)C(NC(=O)c1ccc(Cl)cc1)(Nc1nc(C)cs1)C(F)(F)F (configuration not stated)	-1.2	nt	8%	-9%	-3.4	6%	5%	3%
Cc1ccc(OCc2nnc(SCC(=O)c3ccccc3)n2Cc2ccco2)cc1	-0.9	-13	11%	-9%	-2.7	-16%	-15%	21%
Cc1ccc(CNC(=O)C(=O)c2cn(CC(=O)N3CCOCC3)c3ccccc23)cc1	2.9	-3	2%	8%	-0.9	8%	2%	1%
O=C(Cn1c(=O)oc2cc(S(=O)(=O)N3CCCC3)ccc21)NC1CCCc2ccccc21 (configuration not stated)	1.2	-3	1%	-23%	-0.4	-17%	-5%	-19%
COc1cc2nc(Cl)nc(N3CCCCC3)c2cc1OC	0.6	0	1%	-12%	-3.5	5%	12%	4%
COc1cccc(/C=C2\SC(=S)N(CCCC(=O)Nc3ccc(C(=O)O)cc3)C2=O)c1	-1.6	-7	-3%	-16%	0.9	-19%	2%	2%
NC(=O)CC(NC(=O)Cc1cccc2ccccc12)c1ccc(NCCCN2CCCC2=O)c([N+](=O)[O-])c1 (configuration not stated)	1.5	-4	3%	-22%	0.6	-4%	-7%	-2%
